# Source: PubChem (National Center for Advancing Translational Sciences (NCATS))
# Menin MLL FP TR = qHTS Assay for Inhibitors Targeting the Menin-MLL Interaction in MLL Related Leukemias: Competition With Texas Red Labeled MLL-derived Mutant Peptide; Menin + Texas Red MLL mutant peptide, fluorescence polarization; Potency, µM (titrated, usually from 61.6 µM), for inactives: at the highest dose FP activity change, negative = inhibition, actives largely listed as inhibitors; hit rate 0.23% among 270,000; AID 1768, 2009; active = well fitted inhibition curve with a large enough effect in the polarisation, with a control signal flat, not every such curve was filed as active; inconclusive = small, poorly fitted or top-dose-only effect, or effect the other way, or a change in a side signal; inactive = no such curve, though single readings can be large or run the other way; the % refers to the polarisation; also: potency is read from the fitted curve at half-maximal effect; % of control where 0% means no effect; many of its hits are not listed in these tables
# B2AR arrestin = qHTS assay of beta-arrestin-biased ligands of beta2-adrenergic receptor | beta-arrestin recruitment to beta2AR, cell-based reporter | AID 492947, 2010 | Beta-2 adrenergic receptor (Homo sapiens), P07550 | Potency, µM (top dose mostly 46.1 µM), without a hit: top-dose activation, actives largely listed as activators | hit rate 0.02% among 330,000;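 also: potency is read from the fitted curve at half-maximal effect; 0% = DMSO controls and full agonism = EC100 isoproterenol or metaproterenol; nearly all actives have a fitted effect of over 65% in size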
# KCNH2 3.1 block = qHTS for Inhibitors of KCHN2 3.1: Mutant qHTS; U2OS KCNH2 3.1, thallium flux FluxOr; active compounds read low; activity change, % (tested at about 1.8 µM); hit rate 0.95% among 340,000; AID 720553, 2013;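 active = maximum activity change below -70%; inconclusive = maximum activity change from -70% to -50%; inactive = maximum activity change above -50%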;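 also: thallium influx rate constant from kinetic fluorescence after stimulation buffer; % is scaled to controls: 0 for no effect and ±100 for the full control effect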
#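 Channel expression came from 3.1 mutant virus (1.77 x 10^8 /mL) applied to suspended U2OS cells for 4 h. Flux was tracked with FluxOr dye plus Red40 quencher, and kinetic rate constants normalized to controls.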
# Giardia killer = Small Molecules that selectively kill Giardia lamblia: qHTS; Giardia lamblia trophozoite viability; activity change, % at 7.66 µM, hits read low; hit rate 0.15% among 340,000; in the data active = activity change below about -80%; inconclusive = between about -30% and that limit;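 also: parasites exposed to compound for two days anaerobically before the ATP read; % is scaled to controls: 0 for no effect and ±100 for the full control effect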
#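 Compounds were tested on trophozoites seeded at 100 cells/well and held 48 hrs at 37 deg C anaerobically. An ATP-based luminescent kit measured the remaining live cells.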
# PKM2 activator = qHTS Assay for Activators of Human Muscle isoform 2 Pyruvate Kinase; Pyruvate kinase PKM (Homo sapiens), P14618; purified PKM2, Kinase-Glo ATP luminescence, activation; response scale: 0% is enzyme alone, no compound; Potency, µM (doses to about 57.5 µM), without a hit: at the highest dose activation, hits mostly activators; hit rate 0.34% among 260,000; AID 1631, 2009; also: potency is read from the fitted curve at half-maximal effect; % is scaled to controls: 0 for no effect and ±100 for the full control effect; nearly all actives have a fitted effect of over 55% in size
# Target sequence (P14618 whole entry, looked up, canonical isoform): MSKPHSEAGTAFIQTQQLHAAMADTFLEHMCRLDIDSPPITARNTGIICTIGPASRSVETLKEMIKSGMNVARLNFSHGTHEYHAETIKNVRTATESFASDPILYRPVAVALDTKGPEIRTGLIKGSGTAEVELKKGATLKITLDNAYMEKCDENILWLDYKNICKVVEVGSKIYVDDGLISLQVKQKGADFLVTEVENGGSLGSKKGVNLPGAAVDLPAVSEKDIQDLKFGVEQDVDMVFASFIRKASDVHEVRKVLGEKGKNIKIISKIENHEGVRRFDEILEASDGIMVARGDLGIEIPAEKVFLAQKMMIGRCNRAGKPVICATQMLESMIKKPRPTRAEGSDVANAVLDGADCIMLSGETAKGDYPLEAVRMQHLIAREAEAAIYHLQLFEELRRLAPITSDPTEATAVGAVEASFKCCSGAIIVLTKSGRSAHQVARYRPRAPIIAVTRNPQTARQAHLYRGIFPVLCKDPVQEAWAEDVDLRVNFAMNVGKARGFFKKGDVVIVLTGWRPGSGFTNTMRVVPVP
#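 hPK-M2, >95% pure; 0.1 mM ADP / 0.5 mM PEP final; imidazole pH7.2 buffer w/ 7 mM MgCl2, 50 mM KCl; 1 h RT; Kinase-Glo lum. Intermediate enzyme activity for dual inhibitor/activator qHTS.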
# CXXC DNA block = qHTS Fluorescence Polarization Assay for Inhibitors of MLL CXXC domain - DNA interaction | AID 2662, 2010 | Potency, µM (top dose mostly 115 µM), inactives show at the top dose activity change, negative = inhibition, usual class: inhibitors | hit rate 0.037% among 290,000 | MLL-CXXC / FITC-HOXA9 DNA fluorescence polarization | Histone-lysine N-methyltransferase 2A (Homo sapiens), Q03164; active = well fitted inhibition curve with a large enough effect in the polarisation, with a control signal flat, not every such curve was filed as active; inconclusive = small, poorly fitted or top-dose-only effect, or effect the other way, or a change in a side signal; inactive = no such curve, though single readings can be large or run the other way; the % refers to the polarisation; also: potency is read from the fitted curve at half-maximal effect
#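 Purified MLL-CXXC (added from a 7 uM solution) was preincubated 5 min at ambient with pinned compounds in 50 mM Tris-HCl pH 7.5, 50 mM NaCl, 1 mM DTT, 0.05% BSA. Fluorescein-labeled HOX-A9 DNA (50 nM solution) followed, 30 min, then polarization read.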
# GALK inhibitor = qHTS Assay for Inhibitors of Human Galactokinase (GALK) | P51570 | Potency, µM (series often up to 57.5 µM), for inactives: top-dose activity change, negative = inhibition, hits mostly inhibitors | Purified GALK, Kinase-Glo residual ATP luminescence | hit rate 0.007% among 270,000; also: potency is read from the fitted curve at half-maximal effect; % is scaled to controls: 0 for no effect and ±100 for the full control effect
#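 Kinase-Glo Plus luminescence measured ATP left after a 1 h room-temperature reaction. The reaction used 5 nM GALK, 100 uM galactose and 35 uM ATP at pH 8.0 (20 mM HEPES, 5 mM MgCl2, 60 mM NaCl, 1 mM DTT, 0.01% BSA).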
# FBPA coupling cs = qHTS Assay for Inhibitors of Fructose-1,6-bisphosphate Aldolase from Giardia Lamblia: Coupling assay counterscreen; activity change, negative = inhibition, % at 58.2 µM, hits read low; hit rate 0.67% among 290,000; AID 2472, 2010; coupling enzyme system counterscreen, AmpLite Red fluorescence; in the data active = activity change below about -30%; also: % is scaled to controls: 0 for no effect and ±100 for the full control effect
#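 Coupling enzymes only (glyceraldehyde-3-phosphate) + compound, at 57.5 uM final, 10 min RT; add substrate/coupling/AmpLite Red mix, 20 min RT; fluorescence ex 525/em 598 nm. Actives flag coupling-system interference.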
# USP2a block = qHTS Assay for Inhibitors of Ubiquitin-specific Protease USP2a Using CHOP2 as the Reporter | Ubiquitin carboxyl-terminal hydrolase 2 (Homo sapiens), O75604 | USP2 core, Ub-CHOP2 coupled fluorogenic reporter, 485/531 | Potency, µM (titrated, usually from 38.3 µM), without a hit: at the highest dose activity change, negative = inhibition, most hits filed as inhibitors | hit rate 0.01% among 330,000;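 also: potency is read from the fitted curve at half-maximal effect; plate controls were DMSO wells for no effect and full inhibition by NEM control for full effect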
# Target sequence (O75604 whole entry, looked up): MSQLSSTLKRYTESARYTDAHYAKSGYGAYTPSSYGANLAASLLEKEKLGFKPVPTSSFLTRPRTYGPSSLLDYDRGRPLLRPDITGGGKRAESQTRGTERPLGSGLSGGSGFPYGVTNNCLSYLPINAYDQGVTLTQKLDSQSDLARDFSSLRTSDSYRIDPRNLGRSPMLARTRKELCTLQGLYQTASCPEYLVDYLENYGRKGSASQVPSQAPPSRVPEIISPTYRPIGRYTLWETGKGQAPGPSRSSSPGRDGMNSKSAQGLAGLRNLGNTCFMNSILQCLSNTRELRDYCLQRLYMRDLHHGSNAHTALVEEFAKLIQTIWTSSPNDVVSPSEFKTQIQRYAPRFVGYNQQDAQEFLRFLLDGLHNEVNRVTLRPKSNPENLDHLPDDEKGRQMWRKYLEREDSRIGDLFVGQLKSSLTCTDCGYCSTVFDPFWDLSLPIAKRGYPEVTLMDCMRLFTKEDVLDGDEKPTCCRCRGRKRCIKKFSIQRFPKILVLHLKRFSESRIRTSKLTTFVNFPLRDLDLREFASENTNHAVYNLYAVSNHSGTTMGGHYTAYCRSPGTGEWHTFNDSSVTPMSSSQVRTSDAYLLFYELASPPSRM
#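 USP2 core (10nM final) preincubated 30min RT with compound in 20mM Tris-HCl pH 8.0, 2mM CaCl2, 2mM beta-mercaptoethanol, 0.05% CHAPS; 25nM Ub-CHOP2 plus 25nM reporter substrate added, fluorescence (Ex485/Em531) read after 60min.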
# TRPV1 agonist = HTS Assay for Compounds that Act as Agonists of the Vanilloid Receptor 1; TRPV1-expressing cells, Fluo-8 calcium influx, agonist mode; activation, % at 8.33 µM; hit rate 0.19% among 320,000; AID 540275, 2011; in the data active = activation above about 80%; inconclusive = between about 30% and that limit; also: 0% is about no effect
#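 Cells expressing TRPV1 were dye-loaded with Fluo-8 and read kinetically: 10 s baseline, 3 min after compound (agonist portion), then 2 min after EC20 capsaicin (allosteric enhancer portion). Calcium-bound dye fluorescence at 480/520 nm.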
# KCNH2 WT inh = qHTS for Inhibitors of KCHN2 3.1: Wildtype qHTS. Voltage-gated inwardly rectifying potassium channel KCNH2 (Homo sapiens), Q12809. U2OS, BacMam KCNH2, thallium flux FluxOr; active compounds read low. activity change, % at 1.84 µM. hit rate 0.37% among 340,000. AID 720551, 2013;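 active = maximum activity change below -70%; inconclusive = maximum activity change between -70% and -50%; inactive = maximum activity change above -50%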; also: % is scaled to controls: 0 for no effect and ±100 for the full control effect
#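 U2OS cells were transduced with wild-type KCNH2 virus (2.03 x 10^8 / mL) for 4 h at room temperature, then cultured overnight at 37 C. Thallium flux was read with FluxOr dye. Rate constants were normalized to DMSO controls.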
# * hit, by the source's call; i = inactive; ? = inconclusive; · = not tested or not shown; [ ] = dose if it differs, or a comment. Unless noted, calls follow the shape of the dose curve; as a rule, active = well fitted curve in the direction sought with a large enough effect; inconclusive = small, poorly fitted or top-dose-only effect, or another doubt; inactive = no such curve, though single readings can be large; an effect the other way counts as inactive or inconclusive.
SMILES,Menin MLL FP TR,B2AR arrestin,KCNH2 3.1 block,Giardia killer,PKM2 activator,CXXC DNA block,GALK inhibitor,FBPA coupling cs,USP2a block,TRPV1 agonist,KCNH2 WT inh
O=S(=O)(NCC(c1ccccc1)N1CCNCC1)c1ccc(Cl)cc1 (stereo not given),-3%,0.4%,-25,3,0%,1%,3%,3,0%,-1,-7
Cc1ccc(Sc2c(C)nn(C(=O)CNS(=O)(=O)c3ccc(F)cc3)c2C)cc1,7%,-0.7%,-11,14,-10%,-8%,-2%,-4,0%,14,-4
COc1ccc(F)cc1S(=O)(=O)N1CCC2(CC1)OCCN2S(=O)(=O)c1cccs1,·,-0.2%,-5,20,·,·,·,·,0%,1,18
Cc1cc(C)n(-c2nc3ccccc3c(=O)n2OCc2ccc(F)cc2)n1,-1%,0.8%,-3,-22,-8%,8%,3%,-18,1%,4,2
CC(C)NC(=S)NNC(=O)C12CC3CC(CC(C3)C1)C2,-3%,-0.1%,5,4,-3%,13%,0%,0,4%,-2,9
CCOc1cc(C(=O)OCc2ccc(C(=O)OC)o2)cc(Br)c1OC,-1%,0.3%,2,-2,4%,4%,0%,-1,2%,8,1
O=C(c1cc2ncccn2n1)N1CCc2c([nH]c3ccccc23)C1c1ccccc1F (stereo not given),-14%,0.0%,-5,10,0%,-5%,-1%,-3,2%,0,3
CC(=O)c1c(C)[nH]c(C(=O)OCC(=O)N(CC(C)C)C2CCS(=O)(=O)C2)c1C (stereo not given),·,0.0%,-12,5,·,·,·,·,3%,-1,5
COc1cc(O)cc(/C=C/c2ccccc2)c1,?,·,0,1,·,·,·,0,·,·,-3
COc1ccc(NC(=O)COC(=O)c2ncc(Cl)c(Cl)c2Cl)c(OC)c1,0%,0.7%,-14,-14,-1%,8%,1%,5,0%,2,3
CCCCN(C(=O)c1cccs1)C1CCS(=O)(=O)C1 (stereo not given),·,-0.2%,-1,-6,·,·,·,·,1%,-2,16
Cc1cc(OCC(=O)NCc2ccccn2)c2c(C)cc(=O)oc2c1,10%,0.1%,-14,2,1%,6%,6%,4,2%,-2,19
CNNC(=S)NCCC1=CCCCC1,·,-0.7%,3,?,?,1%,·,0,-3%,27,15
CC1(C)N=c2ccc([N+](=O)[O-])c(N)c2=[N+]1[O-],·,0.0%,-14,?,-4%,-2%,-1%,-20,5%,-2,-1
CCOC(=O)C1(CCOC)CCN(C2C3CC4CC(C3)CC2C4)CC1 (stereo not given),4%,-0.4%,12,10,1%,-1%,1%,1,1%,1,12
CC(=O)Nc1ccc(SCC(=O)c2c(N)n(Cc3ccccc3)c(=O)n(C)c2=O)cc1,·,0.0%,9,-11,?,-2%,4%,3,-2%,1,-27
Cc1nc2nc(C)c(NS(=O)(=O)c3cccs3)c(=O)n2[nH]1,-26%,0.1%,-1,-14,-4%,?,0%,-4,-4%,4,8
CCOC(=O)N1CCN(c2cc(=O)n(-c3ccc(OC)cc3)c(=O)[nH]2)CC1,24%,0.0%,-1,-11,-4%,12%,1%,-1,-1%,1,0
N#Cc1ccccc1NC(=O)COC(=O)c1ccc(F)cc1F,·,-0.2%,8,-6,·,-6%,-3%,1,-1%,0,-9
O=C(CSc1nnc(CNC(=O)c2ccccc2)o1)NCc1ccc(F)cc1,13%,-1.1%,6,23,-1%,-2%,-1%,0,4%,-1,3
CCOc1ccccc1Oc1coc2cc(OC)ccc2c1=O,2%,0.5%,-27,-12,3%,-1%,-2%,·,2%,2,-4
Cc1nc2ccsc2c(=O)n1-c1ccc(Cl)cc1,-16%,-0.7%,2,-8,-1%,-6%,1%,0,0%,-1,i
Cc1cccc(OCCC(=O)NCC(=O)Nc2cccc(C)c2C)c1,-9%,0.0%,-3,-1,1%,5%,-1%,-35*,2%,1,-2
CCOc1ccc(N2C(=O)CC(SC(=NC)Nc3ccc4c(c3)OCO4)C2=O)cc1 (stereo not given),?,-0.1%,-9,-9,-3%,8%,-3%,0,1%,-2,5
Cc1ccccc1N(C(=O)c1csnn1)C(C(=O)NC1CCCCC1)c1ccncc1 (stereo not given),-7%,0.2%,8,1,-4%,7%,8%,1,1%,4,-5
Cc1coc2c1c(C)cc1oc(=O)c(CC(=O)NCC(=O)O)c(C)c12,-21%,-0.2%,13,6,·,?,-2%,-1,0%,-3,3
CCCC(=O)Nc1ccc(Cl)c(NC(=O)C(C)(C)C)c1,-13%,·,18,-8,-4%,-2%,8%,2,·,5,-3
CCn1c(CC(=O)Nc2ccccc2F)nnc1SCC(=O)Nc1nnc(C)s1,?,0.1%,16,5,-1%,2%,2%,3,2%,-1,30
Cc1ccc(N/N=C(\C#N)C(N)=S)cc1C,?,0.1%,-10,-7,-6%,-1%,5%,1,-1%,1,-7
COc1ccccc1Nc1nc(N)nc(CSc2ncccn2)n1,-1%,-0.3%,7,-11,6%,15%,0%,-1,3%,4,-15
CCn1cc(C2=NC(C)(C)CO2)c2ccccc21,-2%,-0.5%,11,-19,1%,-2%,4%,0,-1%,3,4
Cc1cccc(-n2c(-c3ccoc3C)n[nH]c2=S)c1,4%,0.3%,9,-16,-12%,1%,-3%,-4,0%,0,-11
Cc1ccc(SCc2ccc(C(=O)Nc3cc([N+](=O)[O-])ccc3C)cc2)cc1,6%,-0.3%,0,7,-6%,8%,1%,·,-2%,1,4
O=C(NC(Cc1ccccc1)c1ccc2c(c1)OCCCO2)c1ccccc1 (stereo not given),-8%,0.1%,-7,-4,2%,23%,-1%,1,1%,2,14
COc1ccc(N2CCN(S(=O)(=O)CCNC(=O)/C=C/c3ccc4c(c3)OCO4)CC2)cc1,·,-2.9%,9,-6,·,·,·,·,4%,-1,-10
Cc1ccc(NC(=O)COC(=O)COc2cccc3c2OC(C)(C)C3)c(C)c1,·,0.0%,7,12,·,·,·,·,0%,0,-1
Cc1ccc(NC(=O)c2oc3ccc(S(=O)(=O)N4CCC5(CC4)OCCO5)cc3c2C)cc1C,7%,-2.9%,6,30[activator],-4%,9%,·,-1,1%,1,-6
CCNc1nc(NCC)n2c(SCC(=O)NCC3CCCCC3)nnc2n1,-4%,-0.1%,9,10,-4%,3%,-1%,4,3%,-4,7
OCC[C@H]1C[C@H](O)[C@@H](O)[C@@]2(CCCCO2)O1,-10%,-1.1%,19,-8,0%,3%,·,4,2%,-1,-7
Cc1ccc2[nH]c(CCN(C)C)c(CC#N)c2c1,30%,-0.4%,-24,-2,13%,6%,0%,-5,3%,5,50
COC(=O)C1=C(C)OC(N)=C(C#N)C1c1cc(C)sc1C (stereo not given),0%,3.6%,-15,4,0%,0%,1%,3,12%,-7,5
C=CCNc1nc2ccccc2nc1NS(=O)(=O)c1cccs1,23%,0.8%,11,-6,-5%,21%,-1%,2,0%,-2,-10
CC1=C(C(=O)O)N2C(=O)C(NC(=O)c3ccccc3Cl)C2SC1 (stereo not given),0%,-0.3%,14,10,·,30%,·,2,1%,-1,3
COc1ccccc1S(=O)(=O)Cc1ccc(C(=O)NC(C)c2ccc3c(c2)OCCO3)o1 (stereo not given),-3%,-0.5%,-2,4,4%,11%,1%,7,0%,3,-1
CCCOC(=O)c1ccc(S(N)(=O)=O)o1,4%,-0.8%,-10,5,11%,3%,1%,-2,2%,14,-9
COC(C[C@@H](O)C[C@H](O)[C@@H](C)OCc1ccccc1)OC,·,-0.6%,-17,-12,1%,-1%,4%,0,0%,-1,-10
O=C1CC(c2ccccc2)Cc2nc(NC3CC3)ncc21 (stereo not given),-6%,-0.2%,-16,-24,2%,1%,-2%,4,3%,3,-1
Cc1ccc(NS(=O)(=O)c2cccc(C(=O)N3CCCCCCC3)c2)cc1,·,-0.2%,7,3,·,·,·,·,-3%,-1,0

# Only part of the results is shown, so the mix of outcomes need not match the whole.
